Screening data as filed in PubChem BioAssay.
human PMI inhibition – MPI enzyme activity inhibition – biochemical, fluorescence intensity, coupled assay, primary screen (AID 1209); purified PMI enzyme, coupled fluorescence intensity; higher % means a stronger effect; one-dose inhibition, % at 20 µM; IC50 in µM for titrated hits; hit rate 0.42% among 190,000;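 further: plate controls were DMSO vehicle for no effect and wells lacking substrate for full effect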
bCat nuc transl – beta-catenin nuclear translocation modulation. HeLa beta-catenin nuclear translocation, immunofluorescence imaging. nuclear translocation activity, % at 5 µM. hit rate 0.3% among 190,000. AID 1665;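 active means nuclear translocation activity above 50% at 5 µM, with a well cell count of 50 or more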;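 further: per-cell ratio of nuclear to cytoplasmic median beta-catenin stain intensity; plate controls were DMSO negative control for no effect and GSK-3 inhibitor IX positive control for full effect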
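System: HeLa cells, endogenous beta-catenin; compound dosing: 5 µM primary single dose, 0.1% DMSO, 0.02–20 µM confirmation series; incubation: 24 h compound exposure at 37°C, 5% CO2; signal: beta-catenin immunofluorescence imaging with DAPI; evaluation: % activation, nuclear-to-cytoplasmic median beta-catenin signal ratio per cell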
Insulin prom up – MIN6 insulin promoter up-regulation. hit rate 0.3% among 190,000. z-score at 5 µM. MIN6 insulin promoter-GFP reporter, high-content imaging; hits give high values. AID 1625;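 active means z-score above 3 at 5 µM with at least 500 cells counted in the well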
Yfh1-depleted yeast – enhancers of respiration in Yfh1-depleted yeast, dose response, Friedreich's ataxia, plus single-dose screen (AID 1465) | hit rate 0.074% among 220,000 | fold induction at 50 µM; hits with a dose series show EC50 in µM | S. cerevisiae Yfh1-off respiration, WST-1 reduction, 72 h; higher fold induction means a stronger effect;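 active means fold induction of absorbance versus untreated yeast above a set limit, then at least 30% activation at any dose in follow-up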;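 further: activators that raise dye reduction in frataxin-depleted yeast; strong numbers were not always called active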
MT stabilizer – microtubule stabilization, imaging screen; HeLa tubulin immunostaining HCS, 24 h; share of cells brighter than vehicle mean+2SD; % tubulin-high responders, % at 10 µM; hit rate 0.83% among 200,000;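 active means plate Z-score above 3 for both tubulin-high and condensed-nucleus cell shares, with cell loss under 80%, at 10 µM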;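 further: anti alpha tubulin signal scored within the nucleus-defined area of each cell; some results filed as inactive read as strong as hits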
human PMI inhibitors – human PMI inhibitors, high substrate, primary screen, biochemical, fluorescence intensity, high mannose 6-phosphate (AID 1220) | inhibition, % at 20 µM, or IC50 in µM where a hit was titrated | recombinant PMI enzyme, coupled fluorescence intensity; higher % means a stronger effect | hit rate 0.66% among 190,000
WT yeast gro inh – growth inhibition of WT yeast, mitochondrial fusion screen. mitochondrial fusion phenotypic screen, WT strain. inhibition, % at 10 µM. hit rate 2.1% among 190,000. AID 1362; in the data active means inhibition above about 58%; tested in S. cerevisiae
Autophagy HCS – autophagy modulation, high-content screen. MEF GFP-LC3 puncta imaging; test concentration mostly 10 µM. calls only at 10 µM (by protocol). hit rate 0.98% among 190,000. AID 463193;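 active means percentage of spot-positive cells more than 3 SD above its plate mean, without a fluorescence outlier flag or 80% toxicity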;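 further: spot-positive cell cutoff set from DMSO-treated cells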
Dynein cargo inh – blocks dynein driven cargo transport along microtubules. 3617.4 mouse cells, GR-EGFP nuclear translocation imaging; test concentration mostly 20 µM; stimulated with dexamethasone, 1 µM; hits give low values. z-score, hits read low. hit rate 0.47% among 220,000. AID 1381;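 active means plate z-score of nuclear minus cytoplasmic receptor signal below a set negative limit, without overly bright fluorescence or cell loss, cut at about -3.5 in these data, passing the limit was not always enough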;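 further: z-score of nuclear minus cytoplasmic ring GR-EGFP intensity difference per well; some compounds called inactive have numbers as strong as hits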
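Buffer or medium – tet-free medium with charcoal-stripped serum · Signal – automated 10x imaging of fixed Hoechst-stained cells · Also added – dexamethasone agonist, 1.0 µM final, for 30 min · Incubation – induction 48 h, compound 1 h, agonist 30 min · Read-out – GR-EGFP nuclear translocation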
WT yeast gro inh mutant strain – recorded beside WT yeast gro inh, whose call it bears; inhibition, %; mitochondrial fusion phenotypic screen, mutant strain inhibition
Dynein cargo inh cytoplasmic EGFP – recorded beside Dynein cargo inh, whose call it bears; z-score; measured here: cytoplasmic GR-EGFP intensity; hits give high values
Dynein cargo inh nuclear GR-EGFP – further read-out of Dynein cargo inh, marked with its call; z-score; measured here: nuclear GR-EGFP intensity;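 lower value marks the stronger effect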
Dynein cargo inh cell count – recorded beside Dynein cargo inh, whose call it bears; z-score; measured here: cell count per field
Insulin prom up cell count – second read-out of Insulin prom up, no call of its own (marks repeat the call); cell count; measured here: cytotoxicity, nuclei count;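 total cells summed across four imaged fields per well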
bCat nuc transl cell count 5 µM – second read-out of bCat nuc transl, no call of its own (marks repeat the call); cell count; measured here: cell count, cytotoxicity flag
MT stabilizer Hoechst-high % – recorded beside MT stabilizer, whose call it bears; % Hoechst-high responders; measured here: nuclear condensation Hoechst responders;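 share of cells brighter than vehicle mean plus two SD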
MT stabilizer cytotoxicity % – further read-out of MT stabilizer, marked with its call; toxicity, %; measured here: cytotoxicity by cell density;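 0% = mean cell density of plate MIN control wells and 100% = no cells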
Autophagy HCS cell loss 18 h – also measured in Autophagy HCS; calls as there; toxicity, %; measured here: cell loss, nuclei count;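 cell loss after 18 h compound exposure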
* marks the source's active call; other numbers are inactive results; i = inactive; nt = no result given; & = joins results of further samples. Unless noted, no stated cut-off is given here; in the data, active means inhibition above about 50%; inactive means the rest. Some of the compounds tested; count on the stated rates, not on these rows.

SMILES	human PMI inhibition	bCat nuc transl	bCat nuc transl cell count 5 µM	Insulin prom up	Insulin prom up cell count	Yfh1-depleted yeast	MT stabilizer	MT stabilizer Hoechst-high %	MT stabilizer cytotoxicity %	human PMI inhibitors	WT yeast gro inh	WT yeast gro inh mutant strain	Autophagy HCS	Autophagy HCS cell loss 18 h	Dynein cargo inh	Dynein cargo inh cytoplasmic EGFP	Dynein cargo inh nuclear GR-EGFP	Dynein cargo inh cell count
O=C(CN1CCCCC1)Nc1ccc(Br)cc1C(=O)c1ccccc1Cl	15.1%	0.5	1389	0.56	1528	nt	1.6	1.9	5.7	11.9%	74.3*	9.6*	i	-18.3	-0.00831	-0.222	-0.314	0.527
CN1CC(C(=O)c2ccc(Cl)cc2)C(c2ccccc2F)C1 (stereo not drawn)	-2.1%	0.2	1460	-0.62	1529	i	2.6	1.3	6.1	-0.6%	5.3	6.8	i	-30.3	-0.311	-0.241	-0.176	0.257
O=P(Nc1ccccc1)(Nc1ccccc1)Oc1ccc(Cl)cc1	15.3%	-3.4	1209	-0.64	857	nt	2.7	0.9	13.4	6.4%	2.0	-12.2	i	1.6	-0.913	-0.217	-0.339	1.16
Cc1ccc(CN(Cc2ccccc2)C(=S)NCC(=O)N2CCC3(CC2)OCCO3)o1	0.0%	-2.2	1038	-0.5	1229	i	2.3	1.9	1.6	6.6%	10.4	8.7	i	0.3	0.506	-0.245	-0.0953	0.907
CC12CN3CN(C1)CC(C)(C3)C2=NO	-7.5%	-0.8	649	-0.08	1278	i	4.2	3.4	6.1	-8.6%	-21.1	1.5	i	-0.7	-0.7	0.0038	-0.434	0.636
O=c1[nH]c(=O)n(C2CCCCC2)c(O)c1/C=N/N1CCCCC1c1cccnc1 (stereo not drawn)	nt	0.5	1276	0.14	1081	i	nt	nt	nt	nt	nt	nt	nt	nt	0.527	-0.0133	0.4	-0.203
CC1=NOC2(C)Nc3ncnn3C(c3ccccc3)C12 (stereo not drawn)	-6.4%	-3.6	1061	0.24	907	i	1.0	0.8	5.7	-6.8%	14.1	-67.1	i	-1.1	0.54	-0.167	0.668	-0.939
Cc1ccc(C(C)C)c(OCC(=O)N2CCN(Cc3nc4cc([N+](=O)[O-])ccc4n3C)CC2)c1	9.1%	-1.3	955	-1.02	1282	i	1.8	1.4	7.6	15.6%	45.8	12.0	i	23.4	0.376	-0.251	0.622	-0.613
O=C1CCCN1c1ccc(S(=O)(=O)O)cc1 (tested in a mixture with another compound)	-6.6%	-2.2	1048	-0.26	1396	i	2.5	2.4	1.9	-11.1%	-1.2	11.9	i	-8.2	-0.166	0.418	0.1	0.251
Cc1sc(-n2c(C)cc(C=C3C(=O)NC(=O)NC3=O)c2C)c(C#N)c1C	-5.6%	0.6	1050	-0.06	1558	i	3.9	3.9	5.4	-11.7%	-12.6	-24.7	i	6.5	-0.273	-0.298	-0.338	0.255
CC(C)NCC(O)c1ccc(C2CCCC2)cc1 (stereo not drawn)	-6.9%	-1.4	532	-0.09	1214	i	4.8	4.0	4.4	-3.6%	-18.5	14.2	i	8.6	-0.435	-0.296	-0.532	1.02
CSc1ccc(C(c2c(O)c3ccccc3oc2=O)c2c(C)n(C)n(-c3ccccc3)c2=O)cc1 (stereo not drawn)	3.0%	-0.8	965	0.43	1258	i	3.8	1.6	7.5	-4.2%	-71.9	-5.7	i	17.9	-0.117	0.0311	-0.0158	0.167
Clc1cccc(Cl)c1CN1CCN(c2ccccc2)CC1	5.3%	nt	nt	nt	nt	i	1.9	1.4	9.1	-0.4%	-5.1	-0.8	i	-12.9	-0.594	0.0191	-0.0895	0.233
CCOc1cccc(CNC2CN3CCC2CC3)c1 (stereo not drawn)	-3.1%	nt	nt	-1.17	915	i	1.7	1.5	11.4	-1.6%	9.2	19.9	i	0.6	3.15	0.382	1.5	-1.7
CCCCC(=O)N/N=C/c1c(O)n(CCC2=CCCCC2)c(=O)[nH]c1=O	nt	1.0	1265	0.1	959	i	nt	nt	nt	nt	nt	nt	nt	nt	1.76	-0.255	0.8	-0.347
N#CC1(c2ccccc2)CCN(C2CC(=O)N(c3cccc(F)c3)C2=O)CC1 (stereo not drawn)	0.2%	-3.5	982	-0.04	1386	i	2.6	1.6	4.7	-0.3%	-1.9	4.0	i	15.7	0.688	-0.244	0.261	-0.0198
CCOC(=O)c1c(C)n(Cc2ccc3c(c2)OCO3)c2ccc(O)cc12	19.1%	-0.1	1166	-0.95	818	i	1.3	1.8	3.7	15.5%	17.8	15.1	i	-3.1	-0.441	-0.123	-0.0699	0.566
CCC(=O)c1cn(Cc2ccc(C#N)cc2)c2ccccc12	2.9%	-1.6	1094	-0.24	968	i	2.1	1.3	13.6	-2.9%	3.5	8.8	i	0.0	1.38	-0.173	0.614	-0.648
CN1CCN(Cc2cn3cccnc3n2)CC1	-10.5%	-0.4	1128	0.21	1342	i	1.5	1.8	6.0	-14.6%	-8.2	-17.7	i	2.9	-0.852	0.000428	-0.467	0.654
O=C(c1ccc(Cl)cc1)C1CCCN(Cc2ccc3c(c2)OCCO3)C1 (stereo not drawn)	13.5%	-0.4	1606	nt	nt	i	3.5	2.2	4.0	15.1%	33.2	42.7	i	1.5	-0.704	-0.24	-0.315	0.934
CN1CCCC(C(=O)c2ccc(Cl)cc2)C1 (stereo not drawn)	7.7%	0.9	971	0.32	1661	i	0.7	1.5	5.7	9.6%	-5.2	-0.2	i	-9.0	-0.66	-0.32	-0.189	1.02
O=c1[nH]c(=O)n(CCC2=CCCCC2)c(O)c1/C=N/Nc1ccccc1	-13.0%	0.0	1042	-0.25	1462	i	3.0	3.8	13.0	-26.8%	21.4	12.6	i	10.0	0.0781	-0.281	-0.305	-0.175
CCc1nc2ccccc2c(=O)n1-c1ccccc1[N+](=O)[O-]	15.2%	0.9	1079	0.39	1575	i	5.4	2.4	5.5	10.3%	7.7	1.7	i	2.7	0.589	-0.144	0.572	-0.41
CCN(CC)C(=O)c1ccc(NC(=O)c2ccc(-c3nn(C)c(=O)c4ccccc34)cc2)cc1	9.9%	-1.3	1234	-0.48	1311	i	4.0	2.7	5.0	-1.5%	-1.4	-9.2	i	-30.7	-1.08	-0.304	-0.464	0.871
CCCCC(=O)C1C(=O)NC(=O)NC1=O	-2.1%	-1.0	1421	0.5	1349	i	1.8	1.8	6.0	-7.1%	8.7	8.2	i	7.3	0.196	0.759	0.0695	0.272

(more compounds)
SMILES	human PMI inhibition	bCat nuc transl	bCat nuc transl cell count 5 µM	Insulin prom up	Insulin prom up cell count	Yfh1-depleted yeast	MT stabilizer	MT stabilizer Hoechst-high %	MT stabilizer cytotoxicity %	human PMI inhibitors	WT yeast gro inh	WT yeast gro inh mutant strain	Autophagy HCS	Autophagy HCS cell loss 18 h	Dynein cargo inh	Dynein cargo inh cytoplasmic EGFP	Dynein cargo inh nuclear GR-EGFP	Dynein cargo inh cell count
Fc1ccc(Cn2nnnc2CN2CCC(n3nnc4cc(C(F)(F)F)ccc43)CC2)cc1	nt	0.7	1333	-1.53	989	i	nt	nt	nt	nt	nt	nt	nt	nt	-0.388	-0.13	0.573	-0.759
CCC(=NCCC(c1ccccc1)c1ccccc1)c1c(O)[nH]c(=O)[nH]c1=O	11.6%	-1.7	880	-2.9	1307	i	1.9	2.5	6.6	15.6%	7.0	-2.3	i	-1.3	-0.0537	-0.334	-0.293	0.361
COc1ccc(OC)c(N2C(=O)NC(=O)C3(Cc4cc(C)ccc4N(C)C3)C2=O)c1 (stereo not drawn)	-29.6%	-1.9	994	0.98	1195	i	5.2	2.3	11.0	-2.8%	-1.3	-1.0	i	39.0	0.221	-0.272	0.0283	0.323
O=C(c1ccc2c(c1)ncn2-c1ccc(F)cc1F)N1CCC2(CC1)OCCO2	-5.2%	0.1	1076	0.22	1177	i	20.5*	36.6*	36.9*	-2.9%	-1.6	13.9	i	9.0	-0.461	-0.343	-0.184	0.425
CCOC(=O)c1c(C)n(Cc2ccco2)c2c1cc(O)c1ccccc12	12.0%	1.1	1193	-0.11	853	i	1.4	1.1	8.2	7.3%	16.0	31.9	i	11.2	-0.724	-0.255	0.203	0.531
CN1C(=O)C(=Cc2ccc(N3CCOCC3)c([N+](=O)[O-])c2)C(=O)N(C)C1=O	-28.7%	0.2	1432	0.75	1433	i	1.5	1.8	8.8	-28.6%	-2.0	2.5	i	-21.3	-0.472	-0.275	-0.0765	0.736
Cc1ccc(-c2nn(Cc3ccccc3)cc2C(=O)O)cc1	nt	1.2	1246	-0.19	1098	i	nt	nt	nt	nt	nt	nt	nt	nt	-1.23	-0.801	-0.502	1.25
Cc1ccc2nc(N3CCN(C)CC3)[nH]c2c1	14.1%	nt	nt	0.11	1194	i	1.7	1.2	6.7	3.6%	-4.0	1.8	i	-6.9	0.894	-0.239	0.593	-0.0283
CC1CCC[C@H](O)CCCCCc2cc(O)cc(O)c2C(=O)O1 (stereo partly drawn)	3.7%&3.0%	-2.2	1198	-0.53	1412	i	4.7	3.4	9.6	-1.0%&2.9%	-13.3&-15.9	1.3&3.6	i	-4.1	-0.305	-0.229	0.341	0.742
Cc1cc(C)c(C(=O)CN2CCOCC2)c(C)c1	-64.5%	nt	nt	-0.32	1260	i	3.6	1.9	7.2	-111.0%	10.7	5.7	i	3.3	2.11	-0.15	1.26	-1.82
CCOC(=O)C1=C(NC(=S)NC(=O)c2ccccc2)c2ccccc2CC12CCCC2	26.9%	-2.6	1153	0.08	1063	i	3.0	3.3	10.4	12.1%	72.8*	15.0*	i	-1.2	0.445	-0.282	-0.0111	-0.457
O=[N+]([O-])c1ccc(N2CCNCC2)c2ncccc12	24.9%	2.8	1045	-0.86	1907	nt	2.2	1.6	1.6	29.0%	5.0	16.1	i	-32.4	0.0293	-0.174	0.542	-0.611
